# High-throughput results deposited in PubChem by National Center for Advancing Translational Sciences (NCATS).
# Tb PGK inh: qHTS Assay to Find Inhibitors of Phosphoglycerate Kinase; PGK/GAPDH coupled, Kinase-Glo luminescence, 60 min; Potency, µM (titrated, usually from 57.5 µM), inactives show at the top dose activity change, negative = inhibition, actives largely listed as inhibitors; 380,000 compounds, 0.043% hits; further: on the % scale 0 is the no-effect control and ±100 the full control effect; nearly all actives have a fitted effect of over 60% in size
#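 Recombinant glycosomal PGK reaction used 1,3-bisphosphoglycerate generated in-well by GAPDH (100nM final) in 100mM TEA pH 7.6, 5mM MgCl2, 0.01% Tween-20. After 60 minutes at room temperature, ATP was read by Kinase-Glo Plus luminescence end-point.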
# BAZ2B inh: qHTS Assay for Inhibitors of BAZ2B; AlphaScreen BAZ2B-H3K14Ac peptide displacement; Potency, µM (series often up to 114 µM), for the others: at the highest dose activity change, negative = inhibition, actives largely listed as inhibitors; 360,000 compounds, 4.4% hits; further: on the % scale 0 is the no-effect control and ±100 the full control effect; nearly all actives have a fitted effect of over 60% in size
#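 AlphaScreen displacement of biotin-H3(5-23)K14Ac peptide (50 nM final) from BAZ2B (50 nM final) in PBS pH 7.4, 0.01% Tween-20; complex preformed 30 min RT, then compounds (top 110 uM) 30 min RT, beads 20 min dark.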
# GLS inhibitor: qHTS for Inhibitors of Glutaminase (GLS) | Potency, µM (doses to about 45.5 µM), inactives show at the highest dose activity change, negative = inhibition, actives largely listed as inhibitors | 410,000 compounds, 0.21% hits | Glutaminase kidney isoform, mitochondrial (Homo sapiens), O94925 | GLS enzymatic activity, qHTS titration; further: on the % scale 0 is the no-effect control and ±100 the full control effect
# Target sequence (O94925 whole entry, looked up, canonical isoform): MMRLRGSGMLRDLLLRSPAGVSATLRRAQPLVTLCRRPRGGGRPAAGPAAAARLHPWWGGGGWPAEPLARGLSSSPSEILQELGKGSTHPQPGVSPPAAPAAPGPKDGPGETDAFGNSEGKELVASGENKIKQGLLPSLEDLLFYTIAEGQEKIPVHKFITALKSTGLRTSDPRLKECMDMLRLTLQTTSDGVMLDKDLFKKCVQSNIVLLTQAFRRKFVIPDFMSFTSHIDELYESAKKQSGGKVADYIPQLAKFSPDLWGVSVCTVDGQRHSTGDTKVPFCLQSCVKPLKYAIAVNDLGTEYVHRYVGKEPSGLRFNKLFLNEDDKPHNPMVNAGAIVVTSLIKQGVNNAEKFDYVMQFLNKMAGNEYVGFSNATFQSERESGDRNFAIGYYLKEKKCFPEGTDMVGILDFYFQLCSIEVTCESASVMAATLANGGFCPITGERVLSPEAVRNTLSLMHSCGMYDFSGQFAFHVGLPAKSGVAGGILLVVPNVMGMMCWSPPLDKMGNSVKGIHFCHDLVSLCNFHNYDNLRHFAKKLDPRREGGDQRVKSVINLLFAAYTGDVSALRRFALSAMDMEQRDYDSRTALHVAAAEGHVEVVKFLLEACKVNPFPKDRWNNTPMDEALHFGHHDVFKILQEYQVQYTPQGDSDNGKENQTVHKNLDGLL
#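 Read-out is an Amplex red fluorescence increase coupled through glutamate oxidase and HRP, measured before and after 30 min room-temperature incubation. hKGA is in 45 mM KH2PO4 (pH 8.2) with 0.02% Tween-20; glutamine added as 1mM solution.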
# G9a block: qHTS Assay for Inhibitors of Histone Lysine Methyltransferase G9a; Histone-lysine N-methyltransferase EHMT2 (Homo sapiens), Q96KQ7; G9a H3K9 monomethylation, AlphaScreen, 2 h; Potency, µM (doses to about 102 µM), without a hit: at the highest dose activity, negative = inhibition, hits mostly inhibitors; 350,000 compounds, 8.8% hits; further: on the % scale 0 is the no-effect control and ±100 the full control effect; nearly all actives have a fitted effect of over 75% in size
#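 G9a (20 nM) was preincubated 15 min with compound, then reacted 2 h at room temperature with 500 nM biotin-H3K9 peptide and 20 µM SAM. Monomethyl-H3K9 detected by AlphaScreen using anti-H3K9me1 antibody.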
# JMJD2A Tudor: qHTS Assay for Inhibitors of JMJD2A-Tudor Domain | Lysine-specific demethylase 4A (Homo sapiens), O75164 | AlphaScreen JMJD2A-Tudor / H3K4me3 peptide binding | Potency, µM (series often up to 114 µM), for the others: top-dose activity change, negative = inhibition, actives largely listed as inhibitors | 390,000 compounds, 4.4% hits | AID 504339, 2011; further: on the % scale 0 is the no-effect control and ±100 the full control effect; nearly all actives have a fitted effect of over 50% in size
# Pin1 inhibitor: qHTS Assay to Find Inhibitors of Pin1; Peptidyl-prolyl cis-trans isomerase NIMA-interacting 1 (Homo sapiens), Q13526; Pin1 FP peptide displacement, HiFluor488, 10 min; Potency, µM (series often up to 115 µM), for inactives: at the highest dose activity, negative = inhibition, most hits filed as inhibitors; 390,000 compounds, 0.009% hits; AID 504891, 2011; active means well fitted inhibition curve with a large enough effect in the polarisation, with a control signal flat, not every such curve was filed as active; inconclusive means small, poorly fitted or top-dose-only effect, or effect the other way, or a change in a side signal; inactive means no such curve, though single readings can be large or run the other way; the % refers to the polarisation; further: on the % scale 0 is the no-effect control and ±100 the full control effect
# Target sequence (Q13526 whole entry, looked up): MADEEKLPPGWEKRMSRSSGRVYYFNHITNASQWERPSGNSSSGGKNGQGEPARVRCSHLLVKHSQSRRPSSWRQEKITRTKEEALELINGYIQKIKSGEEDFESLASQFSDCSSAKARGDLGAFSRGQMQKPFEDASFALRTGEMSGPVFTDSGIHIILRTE
# HP1b binding inh: HTS for Inhibitors of HP1-beta Chromodomain Interactions with Methylated Histone Tails; Chromobox protein homolog 1 (Homo sapiens), P83916; AlphaScreen HP1-beta / biotin-H3K9me3 peptide binding; 390,000 compounds, 0.56% hits; AID 540317, 2011; Potency, µM (series often up to 114 µM), for the others: top-dose activity change, negative = inhibition, usual class: inhibitors; further: nearly all actives have a fitted effect of over 70% in size; inactives centre near 23
# Target sequence (P83916 whole entry, looked up): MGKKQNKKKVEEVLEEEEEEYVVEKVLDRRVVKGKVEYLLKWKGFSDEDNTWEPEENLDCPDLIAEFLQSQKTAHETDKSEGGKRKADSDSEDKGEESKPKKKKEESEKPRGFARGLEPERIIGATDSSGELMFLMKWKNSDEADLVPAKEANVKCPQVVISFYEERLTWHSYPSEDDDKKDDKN
#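 HP1-beta protein (50 nM final) preincubated 30 min at room temperature with biotinylated H3(1-18)K9me3 peptide (50 nM) in PBS pH 7.4, 0.01% Tween-20, then compound added for 30 min. AlphaScreen streptavidin donor/nickel chelate acceptor beads (10 ug/mL final), 30 min dark, luminescence read.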
# BLM helicase inh: qHTS Assay for Inhibitors of Bloom's syndrome helicase (BLM); RecQ-like DNA helicase BLM (Homo sapiens), P54132; 350,000 compounds, 0.2% hits; Potency, µM (titrated, usually from 56.1 µM), for inactives: top-dose activity change, negative = inhibition, hits mostly inhibitors; AID 2528, 2010; recombinant BLM DNA unwinding, fluorescence dequenching;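 further: plate controls were vehicle for no effect and no enzyme for full effect; nearly all actives have a fitted effect of over 35% in size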
# Pol iota inh: qHTS for Inhibitors of Polymerase Iota; DNA polymerase iota (Homo sapiens), Q9UNA4; Pol iota fluorescent replication assay, 10 min; Potency, µM (titrated, usually from 115 µM), for the others: top-dose activity, negative = inhibition, actives largely listed as inhibitors; 390,000 compounds, 1% hits; AID 588590, 2011
#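 Fluorescent replication assay read twice, at 0 min and 10 min after adding 50 nM (final) substrate. Enzyme (10 nM) and compounds were first incubated 15 min at room temperature; enzyme-free buffer wells were negative controls.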
# Active calls of the source: *; i = inactive; ? = inconclusive; . = not tested or not shown; [ ] = remark or other dose. Unless noted, the call rests on the fitted dose curve; in most records, active means well fitted curve in the direction sought with a large enough effect; inconclusive means small, poorly fitted or top-dose-only effect, or another doubt; inactive means no such curve, though single readings can be large; an effect the other way counts as inactive or inconclusive. Potency means the concentration at half of the fitted maximal effect. Only part of the results is shown, so the mix of outcomes need not match the whole.
SMILES	Tb PGK inh	BAZ2B inh	GLS inhibitor	G9a block	JMJD2A Tudor	Pin1 inhibitor	HP1b binding inh	BLM helicase inh	Pol iota inh
Cc1ccc(CN2CCN(Cc3cn[nH]c3C3CCCCC3)CC2CCO)cc1 (stereo not given)	i	-25%	6%	32%[activator][59 µM]	-24%	-1%	4%	-3%	27%
CCOc1ccccc1CNC(=O)c1cc(-c2ccc(OC)cc2)nc2ccc(C(C)C)cc12	-8%	4%	-9%	-1%[59 µM]	-20%	-1%	-4%	-6%	19%
Cc1nn(-c2nc(-c3ccccc3)cc(C(F)(F)F)n2)c(C)c1Cl	i	47%[activator]	2%	32%[59 µM]	34%	1%	68%[activator]	-10%	4%
C[C@@H]1CN([C@H](C)CO)C(=O)Cc2cc(NS(=O)(=O)c3ccc(Cl)cc3)ccc2O[C@H]1CN(C)Cc1ccc(C(F)(F)F)cc1	-5%	.	11%	.	?	3%	7%	.	28%
CCOc1ccc(NC(=O)N2CCN(c3nc4ccccc4s3)CC2)cc1	3%	-5%	14%	-15%[59 µM]	-1%	-3%	23%	-3%	10%
N#C/C(=C/c1ccccc1)c1nn(CCO)c(N)c1C#N	10%	-4%	?	7%[59 µM]	-1%	12%	41%[activator]	-7%	12%
Cc1oc2c(C)c3oc(=O)c(CCC(=O)NCCCN4CCOCC4)c(C)c3cc2c1C	0%	4%	0%	14%[12.7 µM]	-21%	2%	-2%	-1%	3%
Cc1nsc2nc3c(F)c(F)c(F)c(F)c3cc12	-3%	9%[0.457 µM]	-4%	.	10%	-2%	48%[activator]	6%	21%
Cc1ccc(Cl)cc1NS(=O)(=O)c1cn(C)nc1C	-6%	-2%	-1%	1%	-5%	-5%	12%	0%	27%
COC(=O)c1ccc(Oc2nc(SC)nc(N(C)C)n2)cc1	i	8%	0%	25%[12.7 µM]	12%	9%	43%[activator]	-5%	31%[activator]
CN(C)c1ccc(/C=C/C(=O)c2ccc3c(c2)OCCO3)cc1[N+](=O)[O-]	2%	?	0%	?	-6%	12%	13%	-11%	-6%
c1ccc(-c2nc(NCCCn3ccnc3)c3oc4ccccc4c3n2)cc1	-6%	45µM*	2%	18µM*	?	?	-20%	-7%	-10%
CC(C)c1c(C(=O)N/N=C/c2ccoc2)nnn1-c1nonc1N	-4%	-28%	-1%	78%[activator]	-3%	-2%	71%[activator]	-1%	-1%
COCCN1C(=O)C(=O)/C(=C(/O)c2ccc(S(=O)(=O)N3CCOCC3)cc2)C1c1cccc(O)c1 (stereo not given)	-5%	?	3%	-26%	-29%	0%	65%[activator]	8%	14%
COc1ccc(C(=O)O)cc1S(=O)(=O)N1CCSCC1	0%	-2%	0%	4%	5%	-10%	22%	-3%	0%
COc1ccc(NC(=O)NNC(=O)C(C)Oc2ccc(C(C)C)cc2)c(OC)c1 (stereo not given)	-13%	-19%	25%	56%[activator]	-19%	2%	34%	-13%	-14%
CC(=O)N1CCOc2cc(S(=O)(=O)NCc3ccccc3Cl)c(Cl)cc21	-6%	9%	-1%	-1%[59 µM]	-27%	-12%	15%	-5%	?
C[C@@H](NC(=O)c1nc[nH]c1C(=O)OCc1ccccc1)c1ccccc1	0%	13%	1%	1%[0.501 µM]	-10%	-4%	66%[activator]	.	39%[activator]
Cc1ccccc1CC1(CO)CCCN(C(=O)c2ccccc2Cl)C1 (stereo not given)	3%	-12%	1%	18%[12.7 µM]	-10%	1%	16%	-4%	61%[activator]
COc1ccc(Oc2cc(C)c3cccc(C)c3n2)cc1	-4%	138%[activator]	-2%	189%[activator]	201%[activator]	2%	126%[activator]	-4%	-3%
CC(C)Cn1c(=O)c2sccc2n2c(CCCC(=O)NCCc3ccc(Cl)cc3)nnc12	i	?	-10%	-30%[59 µM]	-8%	2%	26%	2%	8%
O=C(c1ccccc1)c1coc2ccc(O)c(Cl)c12	-6%	-39%	1%	?	-19%	-12%	-1%	6%	-16%[58.9 µM]
O=C(NCC1CCCO1)c1ccccc1-c1nc(-c2ccc(Cl)cc2)no1 (stereo not given)	-6%	-1%	10%	?	-3%	-1%	33%	-4%	21%
COc1ccc(CN2CCN(Cc3ccco3)CC2)cc1OC	i	28µM*	-9%	8.9µM*	20µM*	-5%	?	-1%	16%
CCc1nn2c(=O)c(S(=O)(=O)Nc3ccc(C)cc3C)c(C)nc2s1	-4%	-1%	8%	?	-18%	-3%	5%	1%	-6%
O=C1CN(C(=O)Cn2ncc(Cl)c(Cl)c2=O)c2ccccc2N1	-1%	-15%	-9%	-10%	-9%	3%	49%[activator]	-8%	?
Cc1cc(Br)ccc1SCC(=O)OCC(=O)NCc1ccc2c(c1)OCO2	0%	2%	18%	14%[59 µM]	-27%	?	1%	-8%	23%
CCN(CC(=O)Nc1cc(Cl)ccc1-n1cncn1)Cc1nc2ccccc2c(=O)[nH]1	9%	19%	7%	?	-6%	-7%	32%	.	16%
COc1ccc(NC(=O)Cn2c(=O)oc3cc(S(=O)(=O)NC(C)C)ccc32)cc1OC	1%	-1%	-1%	-20%[59 µM]	-8%	-2%	20%	0%	-23%
C=CCNC(=O)C1CC2Cn3c(nc4cc(C)c(C)cc43)C2N1C (stereo not given)	-2%	0%	0%	-3%[59 µM]	-6%	1%	27%	-2%	36%[activator]

# Overlap with the part before: three entries; new compounds follow.
smiles | Tb PGK inh | BAZ2B inh | GLS inhibitor | G9a block | JMJD2A Tudor | Pin1 inhibitor | HP1b binding inh | BLM helicase inh | Pol iota inh
CCN(CC(=O)Nc1cc(Cl)ccc1-n1cncn1)Cc1nc2ccccc2c(=O)[nH]1 | 9% | 19% | 7% | ? | -6% | -7% | 32% | . | 16%
COc1ccc(NC(=O)Cn2c(=O)oc3cc(S(=O)(=O)NC(C)C)ccc32)cc1OC | 1% | -1% | -1% | -20%[59 µM] | -8% | -2% | 20% | 0% | -23%
C=CCNC(=O)C1CC2Cn3c(nc4cc(C)c(C)cc43)C2N1C (stereo not given) | -2% | 0% | 0% | -3%[59 µM] | -6% | 1% | 27% | -2% | 36%[activator]
O=[N+]([O-])c1ccc(N=Cc2c(O)ccc3ccccc23)cc1 | -13% | -10% | 8% | . | ? | -5% | 14% | 0% | 80%[activator]
Cc1sc2ccccc2c1CNC[C@H]1O[C@@H](n2cnc(C(N)=O)n2)[C@H](O)[C@@H]1O | 3% | . | 5% | . | -2% | 3% | ? | . | -1%
CN(CCCC1CCCC1)C(=O)CC1C(=O)NCCN1Cc1cccc(F)c1F (stereo not given) | -10% | -10% | 7% | 4%[12.7 µM] | -24% | 2% | 15% | -9% | 31%[activator]
COc1cc(OC)cc(C(=O)N2CCN(C(=O)COc3ccc4ccccc4c3)CC2)c1 | 2%[11.5 µM] | -3% | -12% | -30%[59 µM] | -26% | 0% | 24% | -1% | 71µM*
N#C/C(=C\c1c(F)cccc1Cl)C(=O)NC1CC1 | -8% | -18% | -13% | 45% | -12% | ? | 31% | -12% | 45%[activator]
Cc1ccc(NC(=O)CSc2nc3ccccc3n2CC(=O)N2CCC(C)CC2)cc1C | 5% | -14% | -2% | 3%[59 µM] | -26% | ? | 34% | -8% | 0%
CCCCNc1nc(-c2ccccc2)cc(C(F)(F)F)c1C(N)=O | -1% | 16% | -5% | 10%[59 µM] | -11% | -7% | 49%[activator] | -13% | 27%
COc1ccc(-c2nc(-c3cccs3)c(-c3cccs3)[nH]2)cc1O | -7% | 45µM* | 14% | ? | ? | 20% | -39% | -18% | 3%
C[C@@H]1CN([C@H](C)CO)C(=O)c2cc(NC(=O)Nc3cccc4ccccc34)ccc2O[C@H]1CN(C)Cc1ccc(C(F)(F)F)cc1 | -3% | . | 8% | . | ? | 9% | -21% | . | -10%
COc1ccc(-c2nc3cccc(C)n3c2NCC2CCCO2)cc1O (stereo not given) | -5% | ? | ? | -30% | ? | -14% | 1% | -3% | 51%[activator]

# More results follow:
smiles | Tb PGK inh | BAZ2B inh | GLS inhibitor | G9a block | JMJD2A Tudor | Pin1 inhibitor | HP1b binding inh | BLM helicase inh | Pol iota inh
COc1cccc(OC)c1OCCCCCc1c(C)n[nH]c1C | 0% | -8% | 4% | 50µM* | -4% | -1% | 33%[activator] | -1% | 12%
COc1cccc(-c2cc(C(F)(F)F)nc(NCCc3ccccc3)n2)c1 | -2% | 185%[activator] | -1% | 173%[activator][59 µM] | 127%[activator] | 2% | 190%[activator] | -7% | -4%
O=C1C=CC(=O)N1c1ccc2c(c1)Cc1cc(F)ccc1-2 | 8% | . | -4% | . | -3% | -2% | 4%[57 µM] | . | ?
COc1ccc(NC(=O)CSc2nc(C)cc(C)n2)c([N+](=O)[O-])c1 | -4% | -27% | -8% | -10% | -8% | 2% | 9% | 1% | 35%[activator]
CCN(CC)c1ccc2c(O)cc(=O)oc2c1 | 6% | -18% | 4% | -5% | -1% | 8% | 23% | -9% | 40%[activator]
